Eya2 inh: inhibitors of human Eya2 phosphatase activity; O00167; recombinant Eya2, OMFP fluorescence dephosphorylation (OMFP is methylfluorescein phosphate); Potency, µM (doses to about 76.9 µM), without a hit: top-dose activity, negative = inhibition, usual class: inhibitors; 0.006% of 330,000 active; also: potency is read from the fitted curve at half-maximal effect; % is scaled to controls: 0 for no effect and ±100 for the full control effect
Target sequence (O00167 whole entry, looked up): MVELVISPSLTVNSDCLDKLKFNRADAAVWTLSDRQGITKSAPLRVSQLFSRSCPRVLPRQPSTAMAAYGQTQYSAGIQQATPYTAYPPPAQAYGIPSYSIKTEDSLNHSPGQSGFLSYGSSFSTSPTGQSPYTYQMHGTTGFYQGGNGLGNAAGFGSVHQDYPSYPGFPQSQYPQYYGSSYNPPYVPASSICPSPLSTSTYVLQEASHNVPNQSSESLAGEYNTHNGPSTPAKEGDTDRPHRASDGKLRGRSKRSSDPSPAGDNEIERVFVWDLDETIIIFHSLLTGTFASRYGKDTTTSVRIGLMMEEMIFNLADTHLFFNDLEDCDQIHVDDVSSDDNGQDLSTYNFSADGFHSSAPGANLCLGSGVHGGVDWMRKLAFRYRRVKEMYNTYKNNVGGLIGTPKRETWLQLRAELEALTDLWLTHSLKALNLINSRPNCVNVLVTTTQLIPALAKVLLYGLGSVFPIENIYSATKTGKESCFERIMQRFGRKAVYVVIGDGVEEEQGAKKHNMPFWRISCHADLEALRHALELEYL
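Eya2 protein (added as 0.2 uM solution) was preincubated with compound for 10 min at ambient temperature in 50 mM HEPES pH 7.5, 50 mM NaCl, 5 uM MgCl2, 0.05% BSA, 1 mM DTT. OMFP (added at 50 uM) then reacted 10 min; fluorescence read at 485/525 nm.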
hERG WT inh: inhibitors of human wildtype KCNH2 potassium channel; Q12809; U2OS, BacMam KCNH2, thallium flux FluxOr; active compounds read low; activity change, % at 1.84 µM; 0.37% of 340,000 active; AID 720551;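 active = maximum activity change below -70%; inconclusive = maximum activity change between -70% and -50%; inactive = maximum activity change above -50%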; also: % is scaled to controls: 0 for no effect and ±100 for the full control effect
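U2OS cells transduced with wild-type KCNH2 virus are loaded with FluxOr dye for 45 min, and thallium flux is measured in kinetic reads before and after stimulation buffer. Rate constants are normalized to DMSO controls.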
Menin MLL FP TR: inhibitors of human menin-MLL interaction, mutant MLL peptide; 0.23% of 270,000 active; AID 1768; Potency, µM (series often up to 61.6 µM), without a hit: at the highest dose FP activity change, negative = inhibition, hits mostly inhibitors; Menin + Texas Red MLL mutant peptide, fluorescence polarization; O00255; active = well fitted inhibition curve with a large enough effect in the polarisation, with a control signal flat, not every such curve was filed as active; inconclusive = small, poorly fitted or top-dose-only effect, or effect the other way, or a change in a side signal; inactive = no such curve, though single readings can be large or run the other way; the % refers to the polarisation; also: potency is read from the fitted curve at half-maximal effect; % of control where 0% means no effect; many of its hits are not listed in these tables
MBNL1 CUG block: inhibitors of human MBNL1 binding to CUG repeat RNA; AID 2675; TR-FRET MBNL1-His/biotin-(CUG)12 binding, 665/545 ratio; 0.036% of 280,000 active; Potency, µM (series often up to 57.5 µM), without a hit: at the top dose activity change, negative = inhibition, hits mostly inhibitors; active = well fitted inhibition curve with a large enough effect in the signal ratio, with a control signal flat, not every such curve was filed as active; inconclusive = small, poorly fitted or top-dose-only effect, or effect the other way, or a change in a side signal; inactive = no such curve, though single readings can be large or run the other way; the % refers to the signal ratio; also: potency is read from the fitted curve at half-maximal effect; % is scaled to controls: 0 for no effect and ±100 for the full control effect
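TR-FRET between His-tagged MBNL1 and biotin-(CUG)12 RNA, detected with Tb anti-His antibody (0.055 ng/ul) and streptavidin-XL665 (5 nM), 60 min at room temperature. Compounds titrated 92 nM to 58 uM; 665/545 nm ratio normalized to buffer and complex controls.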
TSHR antagonist: human thyrotropin receptor antagonism. TSHR-expressing cells, TSH-stimulated cAMP HTRF, 2 h; active compounds read low. activity change, negative = inhibition, % at 11.5 µM. AID 504810. 0.2% of 330,000 active. P16473;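 active = activity change below a set negative limit, meaning inhibition stronger than a set level, cut at about -70% in these data; inconclusive = activity change between two set negative limits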; also: % is scaled to controls: 0 for no effect and ±100 for the full control effect
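TSHR-expressing cells, 200/well, pre-treated with compound, then stimulated with EC80 TSH (4nM final) for 2 hours at 37 deg C. cAMP measured by competitive HTRF: anti-cAMP cryptate antibody in lysis buffer plus cAMP-d2, read after 30 minutes at room temperature.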
BCR signal inh: chronic active BCR signaling inhibition. ABC-DLBCL IkBa-CBG/CBR reporter, luminescence ratio, 4 h. 0.05% of 340,000 active. Potency, µM (top dose mostly 46.1 µM), without a hit: at the highest dose ratio change, negative = lower green/red ratio, usual class: inhibitors; active = well fitted inhibition curve with a large enough effect in the signal ratio, with a control signal flat, not every such curve was filed as active; inconclusive = small, poorly fitted or top-dose-only effect, or effect the other way, or a change in a side signal; the % refers to the signal ratio;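 also: potency is read from the fitted curve at half-maximal effect; plate controls were basal doxycycline-induced cells for no effect and cells given 10 µM MG132 for full effect; MG132 reads +100%, hits lower the ratio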
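Concentration-response series (up to 46 uM) were applied to TMD8 dual-reporter cells for 4 h at 37C with doxycycline. Green/red ratio, after filter-overlap correction, defined %Activity; red signal alone was normalised to basal cells and zero luminescence.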
S-ASM inh: blocks human secretory acid sphingomyelinase; placental ASM, HMU-PC fluorogenic substrate, 60 min; Potency, µM (series often up to 57.5 µM), for the others: at the highest dose activity change, negative = inhibition, hits mostly inhibitors; 0.006% of 340,000 active; AID 504937; also: potency is read from the fitted curve at half-maximal effect
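Fluorescence read-out (Ex 386 nm, Em 447 nm) after stopping the reaction at pH 10. Enzyme: ASM from human placenta; substrate HMU-PC0, 9 uM final; 60 min, 37 °C. Compound preincubation 10 min, ambient temperature.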
GALK inhibitor: blocks human galactokinase activity; P51570; 0.007% of 270,000 active; Purified GALK, Kinase-Glo residual ATP luminescence; Potency, µM (series often up to 57.5 µM), for inactives: at the highest dose activity change, negative = inhibition, hits mostly inhibitors; also: potency is read from the fitted curve at half-maximal effect; % is scaled to controls: 0 for no effect and ±100 for the full control effect
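Kinase-Glo Plus luminescence measured ATP left after a 1 h room-temperature reaction. The reaction used 5 nM GALK, 100 uM galactose and 35 uM ATP at pH 8.0 (20 mM HEPES, 5 mM MgCl2, 60 mM NaCl, 1 mM DTT, 0.01% BSA).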
USP2a block: blocks human ubiquitin-specific protease USP2a | AID 463254 | Potency, µM (top dose mostly 38.3 µM), inactives show at the top dose activity change, negative = inhibition, hits mostly inhibitors | O75604 | 0.01% of 330,000 active | USP2 core, Ub-CHOP2 coupled fluorogenic reporter, 485/531;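 also: potency is read from the fitted curve at half-maximal effect; plate controls were DMSO wells for no effect and full inhibition by NEM control for full effect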
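USP2 core (10nM final) preincubated 30min RT with compound in 20mM Tris-HCl pH 8.0, 2mM CaCl2, 2mM beta-mercaptoethanol, 0.05% CHAPS; 25nM Ub-CHOP2 plus 25nM reporter substrate added, fluorescence (Ex485/Em531) read after 60min.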
Mito fusion act: mitochondrial division inhibition or fusion activation; S. cerevisiae fusion-defective mutant growth rescue, CellTiterGlo 48 h; Potency, µM (titrated, usually from 46.1 µM), inactives show at the top dose growth rescue (activation), actives largely listed as activators; 0.23% of 320,000 active; AID 485298;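 also: potency is read from the fitted curve at half-maximal effect; % of control where 0% means no effect; nearly all actives have a fitted effect of over 45% in size; temperature-sensitive fusion mutants such as fzo1-1 at 37 °C on non-fermentable ethanol glycerol medium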
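Compounds are tested for their ability to restore growth of mitochondrial fusion-defective yeast strains at non-permissive 37C in YPEG medium over 48 hours. Viability is quantified by luciferase luminescence.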
PKM2 activator: activators of human pyruvate kinase M2; P14618; 0.34% of 260,000 active; Potency, µM (top dose mostly 57.5 µM), for inactives: at the highest dose activation, actives largely listed as activators; AID 1631; purified PKM2, Kinase-Glo ATP luminescence, activation; response scale: 0% is enzyme alone, no compound; also: potency is read from the fitted curve at half-maximal effect; % is scaled to controls: 0 for no effect and ±100 for the full control effect; nearly all actives have a fitted effect of over 55% in size
Target sequence (P14618 whole entry, looked up): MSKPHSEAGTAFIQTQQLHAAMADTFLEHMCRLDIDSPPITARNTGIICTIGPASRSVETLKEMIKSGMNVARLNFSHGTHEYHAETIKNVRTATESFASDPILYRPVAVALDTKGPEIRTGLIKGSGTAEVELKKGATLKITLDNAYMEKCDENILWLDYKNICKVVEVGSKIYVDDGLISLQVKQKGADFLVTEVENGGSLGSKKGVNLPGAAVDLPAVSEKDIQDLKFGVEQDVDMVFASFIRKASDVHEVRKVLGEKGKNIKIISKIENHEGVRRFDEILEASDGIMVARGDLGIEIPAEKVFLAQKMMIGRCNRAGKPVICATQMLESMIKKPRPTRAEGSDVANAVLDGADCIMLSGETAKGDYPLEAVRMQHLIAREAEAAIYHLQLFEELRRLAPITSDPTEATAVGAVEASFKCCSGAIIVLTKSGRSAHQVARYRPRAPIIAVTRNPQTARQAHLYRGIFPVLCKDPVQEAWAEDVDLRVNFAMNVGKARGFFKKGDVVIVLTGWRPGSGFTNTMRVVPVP
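hPK-M2, >95% pure; 0.1 mM ADP / 0.5 mM PEP final; imidazole pH7.2 buffer w/ 7 mM MgCl2, 50 mM KCl; 1 h RT; Kinase-Glo lum. Intermediate enzyme activity for dual inhibitor/activator qHTS.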
Starred values were filed as active, the others as inactive; u = inconclusive; x = not tested or not shown; [ ] = remark or other dose. Unless noted, calls follow the shape of the dose curve; as a rule, active = well fitted curve in the direction sought with a large enough effect; inconclusive = small, poorly fitted or top-dose-only effect, or another doubt; inactive = no such curve, though single readings can be large; an effect the other way counts as inactive or inconclusive. Some of the compounds tested. The share of hits here may be higher or lower than overall.

compound,Eya2 inh,hERG WT inh,Menin MLL FP TR,MBNL1 CUG block,TSHR antagonist,BCR signal inh,S-ASM inh,GALK inhibitor,USP2a block,Mito fusion act,PKM2 activator
O=C(CN(Cc1ccco1)C(=O)CNS(=O)(=O)c1ccc(F)cc1)NCc1ccc(F)cc1,21%,8,-3%,-1%,-1,4%,2%,-3%,1%,-3%,-6%
Cc1ccnc(SCC(=O)N2CCCc3ccccc32)n1,-11%,15,-16%,-5%,-13,4%,0%,1%,0%,2%,u
CCCCCCCCCCCCS(=O)(=O)CCC(=O)O,14%,-1,x,-6%,-8,-6%,-7%,-2%,2%,-6%,-7%
COc1ccc(-c2onc(C)c2-c2cnn(-c3ccccc3)c2)c(O)c1C,-8%,-2,9%,-4%,3,u,-12%,3%,-3%,4%,-5%
COc1ccc(NC(=O)CN(C)S(=O)(=O)c2ccc3c(c2)n(C)c(=O)c(=O)n3C)cc1,2%,0,x,-4%,-7,9%,1%,-3%,-2%,3%,x
COc1ccc(NC(=O)c2sc3nc(-c4cccnc4)ccc3c2N)cc1OC,18%,0,x,x,-7,7%,-1%,-1%,u,1%,3%
O=C(Nc1ccc2nc3n(c(=O)c2c1)CCCC3)c1cccc(F)c1,-16%,-3,2%,-3%,-3,u,-3%,x,3%,1%,x
Cn1c(=O)oc2cc(S(=O)(=O)N3CCCC(C(=O)Nc4ccccn4)C3)ccc21 (stereo not drawn),-9%,-5,5%,-9%,-12,-1%,-1%,1%,-1%,-1%,8%
CCc1cccc(CC)c1N(COC)C(=O)Cn1ccccc1=N,-18%,18,-17%,-1%,7,u,-2%,3%,1%,0%,-6%
O=C(COC(=O)C1CC(=O)N(Cc2ccco2)C1)c1ccc(OC(=O)c2ccco2)cc1 (stereo not drawn),0%,-2,42%[activator],u,11,12%,-15%,-4%,-2%,-2%,11%
COc1cc2[nH]c3ccccc3c2cc1C,-21%,7,x,3%,20,0%,8%,1%,-3%,-26%,-19%
O=C(CCl)Nc1cccc(-c2cnc3ccccc3n2)c1,6%,-3,x,u,3,u,-1%,-4%,-2%,-1%,-1%
Cc1ccc(S(=O)(=O)N2CCN(C(=O)CCn3nc(C)c(C)c3C)CC2)cc1C,-13%,5,-18%,4%,-1,2%,-4%,1%,-1%,-2%,7.9µM*
Cc1ccc(CNC(=O)/C(C#N)=C\c2ccc(N(C)C)cc2)cc1,7%,x,19%,17%,-21,-1%,x,3%,u,0%,-8%
Cc1ccc(-c2nc(NC(=O)CSc3ccc4ccccc4n3)ns2)cc1,-9%,1,-20%,0%,-1,-2%,0%,x,-3%,1%,0%
CC(C)c1ccccc1NC(=S)N1CCN(S(=O)(=O)c2cccs2)CC1,17%,4,38%[activator],-3%,0,8%,1%,0%,0%,-4%,4%
Cc1[nH]n(C(N)=S)c(=O)c1N=Nc1cccc(Cl)c1,7%,-13,u,18%,-8,u,-8%,-3%,3%,-7%,x
CCOc1ccc(NS(=O)(=O)c2ccc(C(=O)NNC(=O)c3ccccc3O)cc2)cc1,-33%,-5,x,x,14,16%,-4%,x,-1%,3%,x
Cc1cc(C)cc(NC(=O)[C@H](NC(=O)[C@@H]2Cc3ccccc3CN2)c2ccccc2)c1,-4%,14,x,2%,10,u,-7%,-3%,2%,-5%,x
Cc1cccc(N=C2NC(=O)/C(=C/c3cccnc3)S2)c1C,4%,13,x,-1%,-17,u,-6%,-7%,-2%,-10%,1%
O=C(O)CCc1nc2ccccc2c(=O)[nH]1,-3%,5,x,x,-1,7%,0%,-3%,12%,-1%,-1%
Cc1nc2c3ccccc3nc(SCC(=O)N3CC(C)CC(C)C3)n2n1 (stereo not drawn),-10%,4,-2%,-18%,-22,u,3%,2%,1%,-2%,7%
COc1cc(NC(=O)C2CCCCC2)c(OC)cc1NC(=O)CN1CCCCC1,-9%,-2,-15%,-6%,-5,-1%,3%,2%,-6%,-3%,6%
CCN(C[C@H]1N[C@@](C)(C(=O)OC)[C@H]2C(=O)N(C)C(=O)[C@@H]12)C(=O)c1ccc(C)cc1,-23%,4,x,x,0,-1%,5%,x,3%,x,x
Cc1ccc(CN2CCC(Oc3ccc(C(=O)NCc4ccccn4)cc3)CC2)o1,12%,13,-13%,-5%,15,-1%,3%,5%,2%,0%,2%
COc1cc(OC)c(C2=NOC(C(=O)Nc3c(C)n(C)n(-c4ccccc4)c3=O)C2)cc1Cl (stereo not drawn),3%,-11,-2%,-6%,-9,u,-5%,1%,2%,-8%,2%
Cc1c(NC(=O)CSc2nnc(COc3ccccc3)n2-c2ccccc2)c(=O)n(-c2ccccc2)n1C,14%,22,-27%,4%,7,-1%,-1%,2%,1%,2%,1%
Cc1ccc(C(=O)COC(=O)CCC(=O)Nc2cc(Cl)ccc2Cl)cc1[N+](=O)[O-],20%,-4,2%,12%,6,2%,-3%,-1%,-1%,0%,1%
CN(CCc1ccccc1)C(=O)c1cc(COc2ccc(F)cc2Cl)on1,-16%,0,x,-12%,-13,1%,-6%,-4%,3%,3%,x
COc1ccc(-c2noc3c2-c2nc(C4CCCCC4)sc2CC3)cc1,14%,-3,17%,1%,7,4%,-10%,x,0%,-4%,0%
COc1ccc2[nH]c(C)c(CCNC(=S)Nc3cc(C)cc(C)c3)c2c1,-3%,-1,u,7%,0,u,-11%,x,2%,1%,-3%
O=C(NCCN1CCOCC1)c1ccc(-c2ccccc2)cc1,19%,1,-14%,7%,13,6%,2%,0%,0%,-5%,-12%
Cc1cccc(NC(=O)[C@@H]2CCCN2C2=NS(=O)(=O)c3ccccc32)c1C,11%,-14,x,x,4,0%,1%,x,0%,2%,x
COc1ccc(C(=O)CCC(=O)Nc2ccc(N3CCCCC3)cc2)cc1OC,-9%,-3,-18%,0%,-7,-18%,-9%[11.5 µM],3%,-1%,3%,-5%
CCOCCCNC(=O)Cc1cc(=O)[nH]c(=O)[nH]1,11%,16,15%,-1%,10,1%,1%,0%,0%,-5%,-3%
Cc1ccc(S(=O)(=O)/N=C2/NC(=O)/C(=C\c3cc(Br)cc(Br)c3O)S2)cc1,u,-3,x,17%,-100*,u,2%,u,-22%,-6%,x
N#Cc1nc(COc2ccccc2)oc1N1CCN(Cc2ccccc2)CC1,8%,32,5%,1%,1,u,-5%,-5%,3%,15%,-15%
COC(=O)c1sc2ccccc2c1-n1cccc1C(=O)C(=O)Nc1ccc(F)cc1,-25%,-2,-21%,15%,19,u,-4%,0%,-8%,11%,-9%

Only Menin MLL FP TR, USP2a block and Eya2 inh, for 3 of the compounds above:
Compound	Menin MLL FP TR	USP2a block	Eya2 inh
CCOCCCNC(=O)Cc1cc(=O)[nH]c(=O)[nH]1	15%	0%	11%
Cc1ccc(S(=O)(=O)/N=C2/NC(=O)/C(=C\c3cc(Br)cc(Br)c3O)S2)cc1	x	-22%	u
N#Cc1nc(COc2ccccc2)oc1N1CCN(Cc2ccccc2)CC1	5%	3%	8%
